pAkt inh: blocks phosphorylation of Akt. Neuro2A IGF-stimulated pAkt S473 HTRF, 20 min; hits give low values. activity change, % for hits at 50 µM. 360,000 compounds, 0.32% hits; in the data active means activity change below about -80%; inconclusive means mostly about -51% to -80%; further: on the % scale 0 is the no-effect control and ±100 the full control effect
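Neuro2A cells in DMEM with 0.5% FBS, overnight at 37 deg C, given compound at single 50 µM final, then IGF (6 nM final) for 20 min at 37 deg C. Lysed; phospho-Akt Ser473 by HTRF after 24 h, 665/615 ratio.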
D3 antag: antagonists of human D3 dopamine receptor. P35462. D3R cells, DiscoveRx beta-arrestin luminescence, antagonist mode; hits give low values. max response, negative = inhibition, %. 360,000 compounds, 2.5% hits; in the data active means max response below about -50%; inconclusive means no clear call, values can overlap the other calls; further: on the % scale 0 is the no-effect control and ±100 the full control effect; mostly tested at two doses, the higher about 12 µM
Target sequence (P35462 whole entry, looked up): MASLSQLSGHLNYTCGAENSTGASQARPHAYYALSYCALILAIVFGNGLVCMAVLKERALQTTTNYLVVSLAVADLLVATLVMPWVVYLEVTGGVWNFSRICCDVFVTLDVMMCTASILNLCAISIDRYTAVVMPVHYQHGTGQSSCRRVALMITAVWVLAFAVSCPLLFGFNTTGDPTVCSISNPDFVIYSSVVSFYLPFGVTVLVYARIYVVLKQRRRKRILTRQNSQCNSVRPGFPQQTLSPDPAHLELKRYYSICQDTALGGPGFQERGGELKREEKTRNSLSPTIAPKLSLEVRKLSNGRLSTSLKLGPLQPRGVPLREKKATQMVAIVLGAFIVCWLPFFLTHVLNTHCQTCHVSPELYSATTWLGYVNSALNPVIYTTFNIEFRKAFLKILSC
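Cells plated overnight at 1500 cells/well, then exposed to library compounds with dopamine controls for 90 minutes at 37 degrees C. DiscoveRx reagent added for 30–60 minutes at room temperature; luminescence read, quantitative HTS format.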
GLP-1R inv ag: inverse agonists of human GLP-1 receptor; P43220; HEK293 GLP-1R CRE-luciferase, luminescence, 24 h; GLP-1R form is constitutively active; Potency, µM (titrated, usually from 38.3 µM), for inactives: top-dose activity change, negative = inhibition, actives largely listed as inhibitors; 410,000 compounds, 1.6% hits; AID 624417; further: potency means the concentration at half of the fitted maximal effect; on the % scale 0 is the no-effect control and ±100 the full control effect; nearly all actives have a fitted effect of over 55% in size
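Luminescence readout: a drop in cAMP-driven luciferase signal flags inverse agonism at a constitutively active GLP-1R stably expressed in HEK293. Compound exposure lasted 24 hr at 37 deg C, 5% CO2.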
aSyn rescue: rescues yeast growth from alpha-synuclein toxicity; Yeast expressing alpha-synuclein, growth rescue, BacTiter-Glo, 24 h; Potency, µM (titrated, usually from 46.1 µM), for the others: at the top dose growth rescue (activation), usual class: activators; 370,000 compounds, 0.14% hits; AID 652106; further: potency means the concentration at half of the fitted maximal effect; % of control where 0% means no effect; nearly all actives have a fitted effect of over 65% in size
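Readout is rescue of growth in alpha-synuclein-expressing yeast, so inhibitors of toxicity appear as activators. Growth after 24 hr at 30 deg C in galactose medium is quantified by luminescence.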
Abeta yeast res: restores growth of yeast expressing A-beta42 peptide; 410,000 compounds, 0.063% hits; yeast expressing A-beta42, growth rescue, OD600, 48 h; response scale: 0% DMSO, 100% iron-clioquinol control; Potency, µM (titrated, usually from 46.1 µM), for inactives: top-dose growth rescue, hits mostly activators; further: potency means the concentration at half of the fitted maximal effect; nearly all actives have a fitted effect of over 55% in size
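Growth rescue measured by 600 nm absorbance after 48 h yeast culture at 30 C with compound. Values normalized between DMSO and an equimolar ferric chloride plus clioquinol control.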
GLP1R ag: agonists of human GLP-1 receptor; Potency, µM (highest dose often 45.6 µM), for the others: at the highest dose activation, usual class: activators; 380,000 compounds, 0.007% hits; P43220; AID 624172; HEK293 GLP-1R CRE-luciferase, luminescence, 4-6 h; cells express a hypersensitive GLP-1R form; further: potency means the concentration at half of the fitted maximal effect; % of control where 0% means no effect
FUS yeast rescue: suppressors of FUS proteinopathy in yeast | S. cerevisiae FUS-expressing, growth rescue, OD600, 24 h | Potency, µM (series often up to 76.6 µM), for the others: at the highest dose growth rescue (activation), actives largely listed as activators | 390,000 compounds, 0.24% hits;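 further: potency means the concentration at half of the fitted maximal effect; plate controls were DMSO vehicle for no effect and reference control for full effect; nearly all actives have a fitted effect of over 55% in size; some results filed as inactive show a strong effect at the top dose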
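Absorbance at 600 nm, taken 24hr after compound addition, measured rescue of FUS-yeast growth at 30C. Induction used 2% galactose with seeding at OD 0.005. Controls: CP55940 from 92uM final, DMSO only.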
PTHR1 agonist: agonists of human PTHR1 parathyroid hormone receptor | Q03431 | HEK293 GP2 PTHR1 cells, GloSensor cAMP luminescence, 1 h | Potency, µM (doses to about 115 µM), inactives show at the highest dose activation, hits mostly activators | 410,000 compounds, 0.075% hits | AID 743266; further: potency means the concentration at half of the fitted maximal effect; nearly all actives have a fitted effect of over 55% in size; some results filed as inactive show a strong effect at the top dose; inactives centre near -15; many of its hits are not listed in these tables
Target sequence (Q03431 whole entry, looked up): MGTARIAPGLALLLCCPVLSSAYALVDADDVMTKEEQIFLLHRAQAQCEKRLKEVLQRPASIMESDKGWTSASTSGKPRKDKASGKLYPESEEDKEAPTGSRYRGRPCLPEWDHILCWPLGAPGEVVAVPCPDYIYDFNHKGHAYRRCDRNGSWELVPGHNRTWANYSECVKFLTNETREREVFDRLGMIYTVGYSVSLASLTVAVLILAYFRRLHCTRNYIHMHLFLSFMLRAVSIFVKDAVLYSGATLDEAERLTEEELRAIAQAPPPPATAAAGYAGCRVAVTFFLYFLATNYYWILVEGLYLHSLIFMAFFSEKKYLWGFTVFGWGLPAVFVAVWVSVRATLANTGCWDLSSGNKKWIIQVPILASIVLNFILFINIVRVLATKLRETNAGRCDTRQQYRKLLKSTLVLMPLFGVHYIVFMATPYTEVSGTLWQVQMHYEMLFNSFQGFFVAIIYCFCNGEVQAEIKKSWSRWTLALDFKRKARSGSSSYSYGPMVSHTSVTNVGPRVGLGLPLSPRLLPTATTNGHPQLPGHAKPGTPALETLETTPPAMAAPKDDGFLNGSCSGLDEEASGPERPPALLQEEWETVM
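HEK-293-derived GP2 cells expressing PTHR1 and a GloSensor cAMP reporter, 3,000/well, plated overnight, given luciferin plus IBMX (each 0.5 mM as added) for 1 h at 37 °C, then compound for 1 h at 37 °C. Luminescence was read after 15 min at room temperature.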
TDP43 rescue: TDP-43 toxicity inhibition in yeast | TDP-43 expressing yeast growth rescue, BacTiter-Glo, 24 h | Potency, µM (top dose mostly 46.1 µM), without a hit: at the highest dose growth rescue (activation), most hits filed as activators | 410,000 compounds, 1.8% hits; further: potency means the concentration at half of the fitted maximal effect; % of control where 0% means no effect; nearly all actives have a fitted effect of over 50% in size
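Growth rescue of TDP-43-toxic yeast measured as ATP luminescence (BacTiter-Glo). Cells grown to mid-log in raffinose, induced in galactose at OD600=0.02, exposed to compound 24 hr at 30 deg C.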
The depositor's hits bear a star; i = inactive; ? = inconclusive; . = no result given; [ ] = another dose, or the depositor's remark. Unless noted, the call rests on the fitted dose curve; in most records, active means well fitted curve in the direction sought with a large enough effect; inconclusive means small, poorly fitted or top-dose-only effect, or another doubt; inactive means no such curve, though single readings can be large; an effect the other way counts as inactive or inconclusive. This is a subset; count on the stated rates, not on these rows.

Every second line gives: D3 antag	FUS yeast rescue	PTHR1 agonist	aSyn rescue	Abeta yeast res	pAkt inh	GLP1R ag	GLP-1R inv ag	TDP43 rescue
1: Cc1ccc(CNS(=O)(=O)c2ccc(C)s2)cc1
  -8	-6%	i	4%	-5%	i	8%	1%	?
2: COCCn1c(C(F)(F)F)ccc(NC(=O)c2ccccc2)c1=O
  7	-4%	i	0%	-13%	i	19%	10%	-5%
3: COC(=O)C(Cc1ccc(O)cc1)NC(=O)C(C)NC(=O)c1ccc(C(C)(C)C)cc1 (configuration not stated)
  9	12%	-4%	-2%	3%	i	7%	-6%	8%
4: CC(C)CC(CO)N1CCN(C(=O)c2ccc(Cl)cc2Cl)CCC1=O (configuration not stated)
  6	-2%	i	-15%	-6%	i	-6%	21%	4%
5: O=C(CCN1C(=O)c2ccncc2C1=O)NCc1ccc(Cl)cc1
  ?	10%	i	-1%	-2%	i	-4%	8%	-4%
6: COCCNC(=O)Cn1cc(/C=C(\C#N)C(=O)NC2CCCC2)c2ccccc21
  -60*	-3%	-30%	-2%	-7%	i	1%	14%	17%
7: O=C(NC(=S)N1CCCCC1CO)c1cc(Br)ccc1Cl (configuration not stated)
  -4	10%	i	1%	?	i	3%	2%	-4%
8: Cc1cnc(C(=O)Nc2ccc(N3CCOCC3)cc2)cn1
  9	13%	i	3%	15%	?	0%	0%	-10%
9: O=c1[nH]c(C2CCN(S(=O)(=O)c3ccccc3)CC2)nc2c1nnn2Cc1c(F)cccc1Cl
  11	?	-44%[inhibitor]	-2%	10%	i	9%	?	0%
10: CCC1COCCS(=O)(=O)N1Cc1ccccc1 (configuration not stated)
  0	-23%	26%	-1%	-8%	i	-1%	-16%	-7%
11: O=C(c1cc2ccccc2o1)N1CCN(S(=O)(=O)c2c(F)cccc2F)CC1
  22	6%	-37%[inhibitor]	10%	0%	i	11%	15%	14µM*
12: Clc1nc(-c2cccnc2)nc2scc(-c3ccccc3)c12
  4	-6%	-38%[inhibitor]	-7%	-25%	i	-7%	104%[activator]	8%
13: COC(=O)c1[nH]c(C)c(/C(O)=C2\C(=O)C(=O)N(CCN(C)C)C2c2cccc(OC)c2OC)c1C (configuration not stated)
  32	17%	-5%[57.5 µM]	2%	-14%	i	-7%	0%	-15%
14: CCOc1cccc(NC(=O)/C(C#N)=C/c2cccnc2)c1
  2	-4%	-10%	-8%	?	i	7%	13%	10%
15: CC(=O)c1ccc(OCCn2cnc3ccccc32)cc1
  -13	-1%	-17%	5%	10%	i	26%	9%	6%
16: CCn1c(SCC(=O)N(C)Cc2ccc(OC)c(F)c2)nc2cc(S(N)(=O)=O)ccc21
  -5	13%	-10%	-3%	-20%	i	9%	4%	3%
17: Brc1ccc2nc3c(n2c1)CCCC3
  10	-14%	-1%[57.5 µM]	0%	10%	i	9%	?	-6%
18: CCOC(=O)C1CCN(C(=O)/C=C/c2cccs2)CC1
  -17	10%	0%	0%	1%	i	22%	41%[activator]	-16%
19: CN1CCS/C1=C/C=C1/SC(=S)N(Cc2ccccc2)C1=O
  ?	?	i	13%	12%	i	2%	?	-16%
20: Cc1cnc(C(=O)Nc2ccc(F)c(F)c2)cn1
  4	18%	-12%	-10%	-9%	i	-3%	22%	-3%

Every second line gives: D3 antag	FUS yeast rescue	PTHR1 agonist	aSyn rescue	Abeta yeast res	pAkt inh	GLP1R ag	GLP-1R inv ag	TDP43 rescue
21: COc1nc(N)nc(NC(=O)c2cccs2)c1N=O
  -6	-7%	-23%	3%	-15%	i	4%	63%[activator]	-15%
22: Cc1c(C(=O)Nc2cc(S(=O)(=O)N3CCOCC3)ccc2N2CCOCC2)oc2ccccc12
  3	16%	-47%[inhibitor]	2%	7%	i	7%	28%	7%
23: Cc1cc(C)cc(Oc2cc(NC(=O)c3cn(C)nc3C)cc([N+](=O)[O-])c2)c1
  22	17%	i	-2%	-6%	i	-6%	-25%	-17%
24: Cc1[nH]n(-c2cccc(Cl)c2)c(=O)c1C=NCC(C)C
  5	-1%	-24%	3%	3%	i	18%	-14%	?
25: CCn1ncc(Br)c1C(=O)Nc1cc(C)on1
  7	8%	i	1%	-3%	i	2%	3%	20%
26: Cc1[nH]nc2ncc(C(=O)c3cc(F)ccc3O)cc12
  30	6%	i	3%	5%	i	-11%	13%	26%
27: CC1CCN(C(=O)CSc2nc3ccccc3s2)CC1
  -1	.	i	2%	-8%	i	4%	-28%	?
28: NNC(=O)c1[nH]c2ccc(Cl)cc2c1-c1ccccc1
  -4	23%	-9%	3%	3%	i	3%	?	27%
29: CN(C)/C=N/c1sc2c(c1C(N)=O)CCCC2
  -6	2%	i	7%	-3%	i	0%	12%[0.307 µM]	?
30: CCC(=O)c1ccc(N2CCN(C(=O)c3cccs3)CC2)c(F)c1
  1	-1%	-84%[inhibitor]	-2%	-20%	i	2%	-12%	28%
31: Cc1cc(C)nc(NS(=O)(=O)c2ccc(NC(=O)C3COc4ccccc4O3)cc2)n1 (configuration not stated)
  -25	16%	8%	-2%	-15%	i	2%	9%	-19%[9.22 µM]
32: COc1cc(C(=S)NCc2ccccc2)cc(Br)c1O
  5	10%	-22%	-7%	9%	i	2%	-2%[7.66 µM]	?
33: O=C(CN1C(=O)NC2(CCCCCCC2)C1=O)NCc1ccccc1
  -16	2%	i	-5%	-16%	i	-1%	-18%	3%
34: O=C(CSc1nnc(-c2ccccc2Cl)o1)N1CCOCC1
  16	-3%	-7%	3%	1%	i	7%	11%	2%
35: O=C(O)c1ccccc1-c1nc2ccccc2n1-c1ccccc1
  13	0%	i	1%	4%	i	-1%	6%	2%
36: OCCc1c[nH]c2ccc(OCc3ccccc3)cc12
  -4	-16%	-9%	10%	7%	i	2%	0%	8%
37: O=C(c1ccc(NS(=O)(=O)c2ccccc2)cc1)N1CCOCC1
  11	-2%	i	1%	-16%	i	1%	41%[activator]	-11%
38: COc1ccc2c(c1)CCC/C2=N\NC(=O)c1ccoc1C
  0	.	i	4%	11%	i	4%	7%	18%
39: CN(CCc1ccccc1)C(C(=O)Nc1ccc2c(c1)OCCO2)C1CC1 (configuration not stated)
  -8	-16%	-4%	0%	-22%	i	15%	-7%	-2%
40: Cc1c(NC(=O)CSc2nnc(-c3cccnc3)n2N)c(=O)n(-c2ccccc2)n1C
  -5	0%	i	5%	-10%	i	-8%	2%	15%

Every second line gives: D3 antag	FUS yeast rescue	PTHR1 agonist	aSyn rescue	Abeta yeast res	pAkt inh	GLP1R ag	GLP-1R inv ag	TDP43 rescue
41: COc1ccc(S(=O)(=O)N2CCC(C(=O)NCc3ccncc3)CC2)cc1
  4	-26%	-4%	7%	10%	i	4%	-18%	10%
42: CCCCc1nn2c(=O)cc(COC(=O)c3ccc(NC(=O)C(CC)CC)cc3)nc2s1
  .	-11%	-29%	.	-11%	.	.	16%	3%
43: CCCCNC(=O)c1nn(-c2ccc(C)cc2)c(=O)c2c1c1ccccc1n2C
  .	-5%	-25%	.	-9%	.	.	8%	9%
44: C=CCNC(=S)Nc1sc2c(c1C#N)CCCC2
  -2	13%	-24%	-9%	12%	i	3%	0%[7.66 µM]	?
45: C=CCn1c(COc2ccc(F)cc2)nnc1SCC(=O)N1CC(=O)Nc2ccccc21
  6	14%	-5%	5%	12%	i	0%	8%	-7%
46: CCOc1ccccc1C(=O)NCC(=O)OCc1c(C)noc1C
  -3	.	i	-5%	-4%	i	-4%	17%	15%
47: CCCC(=O)Nc1nnc(SCc2cc(=O)c3cc(C)ccc3[nH]2)s1
  .	-12%	-24%	.	-12%	.	.	-4%	-3%
48: O=S(=O)(O)c1ccc(NN=Cc2ccccc2O)cc1
  1	13%	i	0%	?	i	4%	4%	-14%
49: CN1CCN(S(=O)(=O)c2ccc(NC(=S)NC(=O)C3CCCCC3)cc2)CC1
  0	18%	i	-9%	-1%	i	18%	?	-17%
50: CC1CCCC(NC(=O)COC(=O)C2=COCCO2)C1C (configuration not stated)
  -11	1%	i	-11%	2%	i	-3%	1%	0%
51: CCc1ccccc1NC(=O)CCN1C(=O)c2ccccc2C1=O
  29	-17%	-10%	5%	9%	i	-10%	4%	?
52: CCOc1ccccc1N/C=C(\C#N)c1nc2ccccc2n1C
  22	-12%	-5%[57.5 µM]	12%	12%	i	9%	5%	-14%
53: O=C(Nc1ccc(O)cc1)c1cc2n(n1)C(C(F)(F)F)CC(c1ccco1)N2 (configuration not stated)
  ?	23%	i	-8%	-8%	i	-1%	?	-3%
54: Cc1ccc(C)c(Cn2ncc3ccccc32)c1
  2	4%	i	4%	27%	i	15%	-68%	18%
55: COc1cc2c(cc1OC)C(COc1ccc3c(C)cc(=O)oc3c1)N(C(=O)c1ccccc1F)CC2 (configuration not stated)
  .	-12%	i	.	5%	.	.	7%	15%
56: Oc1c(CN2CCN(c3ccc(F)cc3)CC2)cc(Cl)c2cccnc12
  -60*	5%	25%	?	-67%[inhibitor]	i	3%	2.5µM*	-27%
57: CCc1ccc(C2NC(=S)NC3=C2C(=O)CCC3)cc1 (configuration not stated)
  -22	-15%	-9%	-2%	-14%	i	3%	4%	11%
58: CCc1cc2cc3c(cc2nc1SCC(=O)Nc1nccs1)OCO3
  8	-18%	i	-3%	12%	i	-3%	0%	-18%

Pulled one by one from the list above, 3 records:
Every second line gives: D3 antag	FUS yeast rescue	PTHR1 agonist	aSyn rescue	Abeta yeast res	pAkt inh	GLP1R ag	GLP-1R inv ag	TDP43 rescue
47: CCCC(=O)Nc1nnc(SCc2cc(=O)c3cc(C)ccc3[nH]2)s1
  .	-12%	-24%	.	-12%	.	.	-4%	-3%
44: C=CCNC(=S)Nc1sc2c(c1C#N)CCCC2
  -2	13%	-24%	-9%	12%	i	3%	0%[7.66 µM]	?
49: CN1CCN(S(=O)(=O)c2ccc(NC(=S)NC(=O)C3CCCCC3)cc2)CC1
  0	18%	i	-9%	-1%	i	18%	?	-17%
